HCMV inh – inhibitors of human cytomegalovirus; HFF cells, HCMV-luciferase reporter, 72 h; active compounds read low; activity change, negative = inhibition, % at 57.5 µM; actives 4.5% (n = 410,000); in the data active means activity change below about -60%; inconclusive means no clear call, values can overlap the other calls; inactive means above about -39%
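Luciferase read-out from HCMV-luciferase-infected HFFs (MOI 1 PFU/cell) 72 h post infection at 37C; compounds added after 16 h cell attachment; activity normalized between buffer-only basal and Salinomycin (10uM) inhibitor controls.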
HCV inh – blocks hepatitis C virus | Huh7.5.1 HCVcc-Cre infection, luciferase reporter, 44 h | Potency, µM (doses to about 41.8 µM), without a hit: at the highest dose activity change, negative = inhibition, most hits filed as inhibitors | actives 3.4% (n = 340,000) | AID 651820; further: potency means the concentration at half of the fitted maximal effect
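1,000 cells/well; 4 h culture; + compound; + HCVcc-Cre (~0.5 moi); 44 h; luciferase substrate, RT 15 min; read 15 sec.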
AmpC detergent – AmpC beta-lactamase inhibition with detergent present | P00811 | AmpC hydrolysis of nitrocefin, absorbance 480 nm, 0.01% Triton | Potency, µM (doses to about 114 µM), inactives show at the highest dose activity change, negative = inhibition, actives largely listed as inhibitors | actives 0.041% (n = 370,000) | AID 485294;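 further: potency means the concentration at half of the fitted maximal effect; 0% = no-compound wells and -100% = no-enzyme wells; nearly all actives have a fitted effect of over 25% in size; some results filed as inactive show a strong effect at the top dose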
Target sequence (P00811 whole entry, looked up): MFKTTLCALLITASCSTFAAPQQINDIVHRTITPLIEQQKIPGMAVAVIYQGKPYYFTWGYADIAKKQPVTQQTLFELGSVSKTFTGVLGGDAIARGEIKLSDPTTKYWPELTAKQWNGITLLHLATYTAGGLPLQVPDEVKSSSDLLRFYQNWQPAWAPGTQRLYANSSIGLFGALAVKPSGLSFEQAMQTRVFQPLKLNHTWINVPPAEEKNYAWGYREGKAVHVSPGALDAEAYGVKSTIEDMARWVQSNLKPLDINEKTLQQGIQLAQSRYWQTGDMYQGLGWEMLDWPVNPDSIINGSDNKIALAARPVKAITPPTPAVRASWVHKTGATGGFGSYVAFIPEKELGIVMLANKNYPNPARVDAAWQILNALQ
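AmpC (5.3 nM in the dispensed reagent) in 20 mM phosphate pH 7.0 with 0.01% (detergent screen) or 0.0001% Triton X-100 was preincubated with compounds for 15 min at room temperature. Nitrocefin was then added from an 800 uM solution, and hydrolysis was followed at 480 nm.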
Giardia FBPA inh – inhibitors of Giardia lamblia fructose-1,6-bisphosphate aldolase | actives 0.71% (n = 290,000) | Potency, µM (doses to about 59.6 µM), inactives show at the highest dose activity, negative = inhibition, actives largely listed as inhibitors | purified Giardia FBPA; further: potency means the concentration at half of the fitted maximal effect; nearly all actives have a fitted effect of over 55% in size
Target sequence (A8B2U2 whole entry, looked up): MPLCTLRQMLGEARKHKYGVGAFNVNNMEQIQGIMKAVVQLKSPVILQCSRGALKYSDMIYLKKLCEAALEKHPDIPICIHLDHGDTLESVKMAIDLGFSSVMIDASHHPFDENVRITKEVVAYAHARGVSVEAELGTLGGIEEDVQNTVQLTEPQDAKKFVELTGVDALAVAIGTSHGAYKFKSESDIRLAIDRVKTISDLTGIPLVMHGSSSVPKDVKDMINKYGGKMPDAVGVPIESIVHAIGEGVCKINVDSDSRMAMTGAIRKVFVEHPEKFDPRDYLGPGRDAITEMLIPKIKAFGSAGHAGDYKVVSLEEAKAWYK
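40 nM FBPA preincubated 10 min at RT with compound (up to 57.5 uM final), then substrate plus GAPDH/TPI/NAD/arsenate coupling and diaphorase/resazurin added. Fluorescence read after 20 min at RT, 525/598 nm.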
AmpC inh no detg – inhibitors of E. coli AmpC beta-lactamase without detergent; P00811; AmpC nitrocefin hydrolysis, absorbance 480 nm, 0.0001% Triton; Potency, µM (titrated, usually from 57.1 µM), for inactives: at the highest dose activity change, negative = inhibition, hits mostly inhibitors; actives 0.52% (n = 330,000); AID 485341;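 further: potency means the concentration at half of the fitted maximal effect; plate controls were no compound for no effect and no enzyme for full effect; nearly all actives have a fitted effect of over 20% in size; some results filed as inactive show a strong effect at the top dose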
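20 mM phosphate pH 7.0 + 0.01% (detergent screen) or 0.0001% Triton X-100; 5.3 nM AmpC reagent; cpd preinc 15 min RT; nitrocefin (800 uM stock) to start; A480 q20 s × 4 min; Activity was normalised to no-enzyme and no-compound control wells.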
Sm TGR inh – inhibitors of Schistosoma mansoni thioredoxin glutathione reductase | purified TGR, DTNB reduction, TNB absorbance 405 nm | Potency, µM (titrated, usually from 114 µM), for inactives: at the highest dose activity change, negative = inhibition, hits mostly inhibitors | actives 3% (n = 360,000) | AID 485364; further: potency means the concentration at half of the fitted maximal effect; nearly all actives have a fitted effect of over 60% in size
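TGR 20 nM + NADPH 100 uM (dispensed conc.), cpd preinc 15 min RT; start with NADPH (500 uM addition) then DTNB (15 mM addition). Kinetic TNB absorbance, 405 nm filter. Four-parameter Hill fit across titration.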
* = called active by the depositor; [ ] = dose if it differs, or a comment. Unless noted, the call rests on the fitted dose curve; in most records, active means well fitted curve in the direction sought with a large enough effect; inconclusive means small, poorly fitted or top-dose-only effect, or another doubt; inactive means no such curve, though single readings can be large; an effect the other way counts as inactive or inconclusive. Unless noted, on the % scale 0 is the no-effect control and ±100 the full control effect.

How did Fc1cccc(NC(=S)NNc2c3ccccc3nc3ccccc23)c1 do in these assays?
HCMV inh: 16; HCV inh: 4.5µM*; AmpC detergent: -2%; Giardia FBPA inh: 0%; AmpC inh no detg: -28%; Sm TGR inh: -10%

Results for CCC(=O)NCc1c(Cl)cccc1-n1cccc1 ?
HCMV inh: 24; HCV inh: 26%; AmpC detergent: 3%; Giardia FBPA inh: 11%; AmpC inh no detg: -8%; Sm TGR inh: -34%

Results for O=C(NCc1cccs1)C1CCN(c2nc3ccccc3o2)CC1 ?
HCMV inh: inconclusive; HCV inh: -2%; AmpC detergent: inconclusive; Giardia FBPA inh: 8%; AmpC inh no detg: 4%; Sm TGR inh: -3%

How did COC(=O)C1=C(C)Nc2ncnn2C1c1ccc(OCc2ccccc2)cc1 (configuration not stated) do in these assays?
HCMV inh: 18; HCV inh: 6%; AmpC detergent: -12%; Giardia FBPA inh: 5%; AmpC inh no detg: -19%; Sm TGR inh: 6%

Results for Cc1csc2nc(COC(=O)CNC(=O)c3ccc(Cl)cc3)cc(=O)n12 ?
HCMV inh: 1; HCV inh: -5%; AmpC detergent: -11%; AmpC inh no detg: -34%; Sm TGR inh: -3%

Results for Cc1cccc(NCc2ccc(O)c3ncccc23)c1C ?
HCMV inh: -96*; HCV inh: inconclusive; AmpC detergent: 3%; Giardia FBPA inh: 1%; AmpC inh no detg: -14%; Sm TGR inh: 0.11µM*

Results for CCO[C@@H]1OC(C(=O)NCc2ccccc2)=C[C@H](c2csc3ccccc23)[C@H]1CCCO ?
HCMV inh: -1; HCV inh: inconclusive; AmpC detergent: 8%; Giardia FBPA inh: -15%; AmpC inh no detg: 68%[activator]; Sm TGR inh: -3%

Results for CC(=NCCCn1ccnc1)C1=C(O)c2ccccc2C1=O ?
HCMV inh: -19; HCV inh: 19%; AmpC detergent: 3%; Giardia FBPA inh: -1%; AmpC inh no detg: -8%; Sm TGR inh: 0%

Results for Cc1ccccc1OCc1nnc(SCCN2CCCC2)n1-c1ccccc1 ?
HCMV inh: -10; HCV inh: inconclusive; AmpC detergent: 0%; Giardia FBPA inh: -2%; AmpC inh no detg: 114%[activator]; Sm TGR inh: 2%[57.1 µM]

What do the screens show for `CC(NC(=O)/C(C#N)=C1\N=C(NC(=O)c2cccs2)c2ccccc21)c1ccccc1` (configuration not stated)?
HCMV inh: 19; HCV inh: 6%; AmpC detergent: -13%; Giardia FBPA inh: 3%; AmpC inh no detg: -27%; Sm TGR inh: -7%

What do the screens show for `COc1ccc(-c2nc(CCNC(=O)c3ccco3)cs2)cc1OC`?
HCMV inh: -101*; HCV inh: inconclusive; AmpC detergent: inconclusive; Giardia FBPA inh: -5%; AmpC inh no detg: 7%; Sm TGR inh: 6%

Results for C/C(=N\Nc1nc(N)cc(Cl)n1)c1ccc(F)cc1 ?
HCMV inh: -6; HCV inh: inconclusive; AmpC detergent: 1%; Giardia FBPA inh: -19%; AmpC inh no detg: -26%; Sm TGR inh: 5%

Quoted at random: 3 entries already listed
Results for CC(=NCCCn1ccnc1)C1=C(O)c2ccccc2C1=O ?
HCMV inh: -19; HCV inh: 19%; AmpC detergent: 3%; Giardia FBPA inh: -1%; AmpC inh no detg: -8%; Sm TGR inh: 0%

Results for Cc1ccccc1OCc1nnc(SCCN2CCCC2)n1-c1ccccc1 ?
HCMV inh: -10; HCV inh: inconclusive; AmpC detergent: 0%; Giardia FBPA inh: -2%; AmpC inh no detg: 114%[activator]; Sm TGR inh: 2%[57.1 µM]

How did Fc1cccc(NC(=S)NNc2c3ccccc3nc3ccccc23)c1 do in these assays?
HCMV inh: 16; HCV inh: 4.5µM*; AmpC detergent: -2%; Giardia FBPA inh: 0%; AmpC inh no detg: -28%; Sm TGR inh: -10%

The main list resumes; the two compounds before the break are reprinted first.
What do the screens show for `COc1ccc(-c2nc(CCNC(=O)c3ccco3)cs2)cc1OC`?
HCMV inh: -101*; HCV inh: inconclusive; AmpC detergent: inconclusive; Giardia FBPA inh: -5%; AmpC inh no detg: 7%; Sm TGR inh: 6%

Results for C/C(=N\Nc1nc(N)cc(Cl)n1)c1ccc(F)cc1 ?
HCMV inh: -6; HCV inh: inconclusive; AmpC detergent: 1%; Giardia FBPA inh: -19%; AmpC inh no detg: -26%; Sm TGR inh: 5%

What do the screens show for `COC(=O)CSc1nnc(COc2ccc([N+](=O)[O-])cc2)n1C`?
HCMV inh: inconclusive; HCV inh: 34%[activator]; AmpC detergent: 3%; Giardia FBPA inh: -2%; AmpC inh no detg: -1%

What do the screens show for `O=C(NC1(C(F)(F)F)NC(=O)N(C2CCCCC2)C1=O)c1ccco1` (configuration not stated)?
HCMV inh: -21; HCV inh: 11%; AmpC detergent: -3%; Giardia FBPA inh: -3%; AmpC inh no detg: -3%; Sm TGR inh: 1%

What do the screens show for `O=C(CSc1nc(=O)n(Cc2ccccn2)c2c1CCC2)Nc1ccccc1`?
HCMV inh: -7; AmpC detergent: -1%; Sm TGR inh: 6%

What do the screens show for `CCOc1ccccc1CNCCCSc1nnnn1C`?
HCMV inh: -9; AmpC detergent: 12%; Sm TGR inh: -6%

How did CC(C)NC(=O)c1sc2ncccc2c1-n1cccc1 do in these assays?
HCMV inh: 20; AmpC detergent: 6%; Sm TGR inh: 1%

Results for CCOc1ccc(Oc2ccc(C(F)(F)F)cc2N)cc1 ?
HCMV inh: -8; HCV inh: inconclusive; AmpC detergent: -8%; Giardia FBPA inh: 0%; AmpC inh no detg: -9%; Sm TGR inh: -5%

Results for Cc1ccc(C2CC(c3cccs3)=NN2C(=O)CSC2=NN3CCCC(=O)N=C3S2)cc1 (configuration not stated) ?
HCMV inh: -3; HCV inh: -1%; AmpC detergent: inconclusive; Giardia FBPA inh: -1%; AmpC inh no detg: 90%[activator]; Sm TGR inh: -9%

How did O=c1nc2n(c3ncccc13)CCC2 do in these assays?
HCMV inh: -24; HCV inh: -23%; AmpC detergent: -7%; Giardia FBPA inh: 1%; AmpC inh no detg: -15%; Sm TGR inh: 6%[11.4 µM]

What do the screens show for `COc1cccc(-c2cc(C(F)(F)F)c(C#N)c(=O)[nH]2)c1`?
HCMV inh: inconclusive; HCV inh: 27%; AmpC detergent: -7%; Giardia FBPA inh: 16%; AmpC inh no detg: -28%; Sm TGR inh: -2%

How did O=[N+]([O-])c1ccc2nc(-c3ccncc3)[nH]c2c1 do in these assays?
HCMV inh: 72; HCV inh: 4%; AmpC detergent: -2%; Giardia FBPA inh: -22%; AmpC inh no detg: -22%; Sm TGR inh: -3%

What do the screens show for `COc1ccc(CCC(=O)N2CCN(S(=O)(=O)c3cccc(Cl)c3)CC2)cc1`?
HCMV inh: -34; HCV inh: 4%; AmpC detergent: -6%; AmpC inh no detg: 37%; Sm TGR inh: inconclusive

What do the screens show for `CCN(CC)CCCN(C(=O)c1ccco1)c1nc(-c2ccc(Cl)cc2)cs1`?
HCMV inh: 35; HCV inh: 11µM*; AmpC detergent: -12%; Giardia FBPA inh: inconclusive; AmpC inh no detg: 57%; Sm TGR inh: 2%

How did CCCN(CC(=O)Nc1ccccc1C)C(=O)CC(NC(=O)c1ccccc1)c1ccccc1 (configuration not stated) do in these assays?
HCMV inh: -14; HCV inh: -27%; AmpC detergent: -1%; AmpC inh no detg: 40%; Sm TGR inh: 6%

Results for COc1ccc(NC(=S)NNc2ccc([N+](=O)[O-])cc2S(=O)(=O)Nc2ccc(C)cc2C)cc1 ?
HCMV inh: -66*; HCV inh: 14µM*; AmpC detergent: 2%; Giardia FBPA inh: -5%; AmpC inh no detg: -59%; Sm TGR inh: 2%

What do the screens show for `Cc1cc(C)c2[nH]c3nc(SCC(=O)O)nnc3c2c1`?
HCMV inh: 4; HCV inh: 5%; AmpC detergent: -10%; Giardia FBPA inh: 8%; AmpC inh no detg: -20%; Sm TGR inh: 1%

What do the screens show for `COC(=O)C/C=C/[C@@H](C)[C@@H](/C=N/OCC[C@@H]1C=C[C@H](OC(C)=O)[C@@H](COC(C)=O)O1)NS(=O)(=O)c1ccc(C)cc1`?
HCV inh: 0%[8.37 µM]; AmpC detergent: inconclusive; Giardia FBPA inh: 2%; AmpC inh no detg: 175%[activator]; Sm TGR inh: -32%

What do the screens show for `O=C(NC(=S)Nc1ccc(Cl)c(C(=O)O)c1)c1ccco1`?
HCMV inh: -1; HCV inh: 10%; AmpC detergent: -8%; Giardia FBPA inh: inconclusive; AmpC inh no detg: -9%; Sm TGR inh: 45µM*

Results for Nc1ncnc2c1ncn2[C@@H]1O[C@H](CNS(=O)(=O)c2ccc3c(c2)CCN(C(=O)C(F)(F)F)C3)[C@@H](O)[C@H]1O ?
HCMV inh: -16; HCV inh: -8%; AmpC inh no detg: -21%

How did COc1ccc(-c2cc(C)no2)cc1S(=O)(=O)Nc1cccc(C(F)(F)F)c1 do in these assays?
HCMV inh: 0; AmpC detergent: 2%; Sm TGR inh: 3%

What do the screens show for `COc1ccc(-n2c(SCC(=O)N3CCCCC3)nc(O)cc2=O)cc1`?
HCMV inh: 0; HCV inh: 8%; AmpC detergent: -11%; Giardia FBPA inh: 12%; AmpC inh no detg: 0%; Sm TGR inh: -3%

What do the screens show for `CCCC1=Nc2cc(C(=O)NCCc3ccc(OC)cc3OC)ccc2Sc2ccccc21`?
HCMV inh: inconclusive; AmpC detergent: -5%; Sm TGR inh: 3%

What do the screens show for `O=C(c1ccc(Cl)c([N+](=O)[O-])c1)N1CCN(c2ccccc2)CC1`?
HCMV inh: -38; HCV inh: -3%; AmpC detergent: 5%; Giardia FBPA inh: 0%; AmpC inh no detg: 15%

How did Cc1onc(-c2ccccc2Cl)c1C(=O)NCC1CCCO1 (configuration not stated) do in these assays?
HCMV inh: -11; HCV inh: 12%; AmpC detergent: 7%; Giardia FBPA inh: -21%; AmpC inh no detg: -2%; Sm TGR inh: 7%

Results for CCOC(=O)c1sc(NC(=O)CCN2CCC(C)CC2)c(C(=O)OCC)c1C ?
HCMV inh: -30; HCV inh: inconclusive; AmpC detergent: inconclusive; Giardia FBPA inh: 4%; AmpC inh no detg: -16%; Sm TGR inh: -5%

How did O=C(NCC(=O)N1CCN(S(=O)(=O)c2ccc3c(c2)OCCO3)CC1)c1ccccc1Cl do in these assays?
HCMV inh: -4; HCV inh: 9%; AmpC detergent: 1%; AmpC inh no detg: -3%; Sm TGR inh: 1%

Results for CN(CC(=O)Nc1ccccc1C(F)(F)F)C(=O)CSCc1ccccc1 ?
HCMV inh: 0; HCV inh: 42%[activator]; AmpC detergent: -8%; AmpC inh no detg: -1%; Sm TGR inh: 1%

Results for CCN1CCN(C(=S)Nc2ccc3nc(N4CCN(C)CC4)cc(C)c3c2)CC1 ?
HCMV inh: inconclusive; HCV inh: inconclusive; AmpC detergent: -10%; Giardia FBPA inh: 3%; AmpC inh no detg: -1%; Sm TGR inh: 7%

Screening results deposited in PubChem BioAssay by National Center for Advancing Translational Sciences (NCATS).
